CRFBP-R2 block: antagonists of CRF-BP/CRF-R2 complex, primary screen, cell-based, HEK293, calcium dye fluorescence, uHTS | inhibition, % at 11.8 µM | 350,000 tested, 0.59% active | CRF-induced calcium fluorescence | AID 588475, 2011;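 active means inhibition of the ligand-induced calcium signal above about 50% at the single tested concentration, limit read from the data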
M5 PAM: human M5 muscarinic receptor positive allosteric modulators, primary screen, CHO-K1 cells, Fluo-8 calcium fluorescence. Muscarinic acetylcholine receptor M5 (Homo sapiens), P08912. CHO-K1 hM5, ACh EC20 PAM; 0% = ACh EC20, 100% = ACh EC100. activation, % at 3 µM. 360,000 tested, 0.3% active. AID 624038, 2012;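 active means activation above the run cutoff, the mean activation of all test compounds plus 3 SD, cut at about 18% in these data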
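system = human M5 receptor in CHO-K1 cells | reagent = EC20 acetylcholine as agonist stimulus | compound dosing = single-point, 3 µM nominal | incubation = Fluo-8 loading 80 min at 37 °C plus 30 min room temperature | detection = Fluo-8 calcium dye fluorescence, kinetic read | benchmarks = low control EC20 acetylcholine (0%), high control EC100 acetylcholine (100%)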
TAAR1 antag: human TAAR1 antagonists, primary screen, Fluo-8 calcium fluorescence, CHO RD-HGA16 cells; 360,000 tested, 1.5% active; AID 624466, 2012; inhibition, % at 3 µM; antagonist;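 active means inhibition above a per-plate cutoff, the mean inhibition of test compounds on that plate plus 3 SD, cut at about 49% in these data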;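 further: 0% = DMSO plus EC80 beta-PEA response and 100% = DMSO alone without agonist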
Target sequence (Q96RJ0 whole entry, looked up): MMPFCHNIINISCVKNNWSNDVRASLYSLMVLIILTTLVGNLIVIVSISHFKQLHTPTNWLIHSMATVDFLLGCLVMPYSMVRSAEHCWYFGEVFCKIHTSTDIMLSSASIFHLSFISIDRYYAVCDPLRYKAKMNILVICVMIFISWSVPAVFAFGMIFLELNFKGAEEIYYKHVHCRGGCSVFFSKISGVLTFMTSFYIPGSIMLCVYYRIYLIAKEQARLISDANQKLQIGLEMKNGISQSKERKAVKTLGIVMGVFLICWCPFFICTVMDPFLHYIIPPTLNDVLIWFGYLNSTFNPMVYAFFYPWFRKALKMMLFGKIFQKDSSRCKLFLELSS
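Assay system: CHO-derived RD-HGA16 cells stably expressing human TAAR1 plus Gα16. Timing: 140 s kinetic read after compound, 140 s after agonist. Technique: kinetic Fluo-8 calcium fluorescence measurement. Measure: % inhibition of agonist calcium response.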
CHRM5 agonist: human M5 muscarinic receptor agonists, primary screen, CHO-K1 cells, Fluo-8 calcium fluorescence; Muscarinic acetylcholine receptor M5 (Homo sapiens), P08912; CHO-K1 hM5 cells; 0% DMSO wells, 100% maximal acetylcholine response; activation, % at 3 µM; 360,000 tested, 0.19% active; AID 624037, 2012;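 active means activation above the run's mean over test compounds plus 3 SD, cut at about 23% in these data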;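 further: signal is peak over basal fluorescence ratio across the kinetic read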
TAAR1 ag: human TAAR1 agonists, primary screen, Fluo-8 calcium fluorescence, CHO RD-HGA16 cells | 360,000 tested, 0.99% active | vehicle wells 0%, saturating PEA agonist 100% | activation, % at 3 µM | AID 624467, 2012;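 active means activation above the mean activation of all test compounds in the run plus 3 SD, cut at about 38% in these data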
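Assay system: CHO-derived RD-HGA16 cells with stable Gα16 and human TAAR1; timing: 17-24 h seeding, 75 min 37 °C dye, 30 min RT; read-out: % activation from peak over basal fluorescence ratio, DMSO-to-PEA scaled; measured by: kinetic Fluo-8 calcium fluorescence; benchmarks: low control DMSO, high control PEA (EC100); doses: 3 µM single concentration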
M4 PAM: human M4 muscarinic receptor positive allosteric modulators, primary screen, CHO-K1 cells, Fluo-8 calcium fluorescence; activation, % at 3 µM; AID 624126, 2012; Muscarinic acetylcholine receptor M4 (Homo sapiens), P08173; CHO-K1 hM4/Gqi5, ACh EC20; 0% = ACh EC20, 100% = maximal ACh; 360,000 tested, 0.4% active;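 active means activation above its plate's cutoff, the mean activation of sample wells plus 3 SD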; further: some results filed as inactive read as strong as hits
Target sequence (P08173 whole entry, looked up): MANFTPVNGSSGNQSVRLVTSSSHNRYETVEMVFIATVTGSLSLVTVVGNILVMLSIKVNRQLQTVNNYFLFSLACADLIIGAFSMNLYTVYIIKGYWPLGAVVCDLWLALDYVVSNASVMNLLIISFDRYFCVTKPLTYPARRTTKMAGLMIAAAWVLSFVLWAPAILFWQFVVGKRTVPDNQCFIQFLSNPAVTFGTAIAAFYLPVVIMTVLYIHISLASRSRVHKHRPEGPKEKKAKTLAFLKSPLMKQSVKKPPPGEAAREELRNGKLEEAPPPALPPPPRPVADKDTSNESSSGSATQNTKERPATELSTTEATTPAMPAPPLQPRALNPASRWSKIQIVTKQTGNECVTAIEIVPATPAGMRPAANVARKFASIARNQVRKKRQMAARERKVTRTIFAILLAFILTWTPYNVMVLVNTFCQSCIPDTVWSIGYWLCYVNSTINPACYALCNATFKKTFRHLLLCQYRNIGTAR
CRFR2-BP ag: agonists of CRF-BP/CRF-R2 complex, primary screen, cell-based, HEK293, calcium dye fluorescence, uHTS | activation, % at 13.2 µM | calcium dye fluorescence (FLIPR); percent of saturating CRF peptide response | 350,000 tested, 0.46% active;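 active means activation of at least 50%, plus an integration ratio under a set limit after plate pattern correction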;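 further: plate controls were neutral control wells without compound for no effect and CRF at EC100 for full effect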
CHRM5 antagonist: human M5 muscarinic receptor antagonists, primary screen, CHO cells, Fluo-8 calcium fluorescence; Muscarinic acetylcholine receptor M5 (Homo sapiens), P08912; CHO-hM5 cells, ACh EC80; inhibition, % at 3 µM; 360,000 tested, 0.59% active; AID 624040, 2012;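 active means inhibition above a per-plate cutoff, the mean of that plate's test compounds plus 3 SD, cut at about 27% in these data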;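 further: 0% = acetylcholine EC80 with DMSO and 100% = DMSO without agonist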
CHO-K1 Ca PAM: nonselective calcium activators in parental CHO-K1 cells, primary screen, counter-screen for M1 PAM project, cell-based, Fluo-8 calcium fluorescence, full deck, 1536-well; ATP EC20; 0% at ATP EC20, 100% at ATP max; activation, % at 3 µM; 360,000 tested, 0.02% active; AID 602247, 2012;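 active means activation above the run cutoff, the mean activation of all test compounds plus 3 SD, cut at about 40% in these data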;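 further: peak over basal fluorescence ratio in a 140 s read after ATP addition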
Starred values were filed as active, the others as inactive; . = not tested or not shown.

SMILES | CRFBP-R2 block | M5 PAM | TAAR1 antag | CHRM5 agonist | TAAR1 ag | M4 PAM | CRFR2-BP ag | CHRM5 antagonist | CHO-K1 Ca PAM
CC1CCCN(C(=O)NC2CC(=O)N(c3ccc4c(c3)OCCO4)C2)C1 (stereo unspecified) | 3 | -1 | 6 | 3 | 3 | 1 | -1.3 | 5 | 18
COCC1CCN(C(=O)c2cc(COc3cc(C)c(Cl)c(C)c3)on2)C1 (stereo unspecified) | -5 | -2 | 45 | -3 | 27 | -4 | 0.6 | 9 | -10
COc1ccc(C(=O)/C=C/c2ccc(OC)c(Cn3nnc4ccccc43)c2)cc1 | 16 | -8 | 15 | -2 | 2 | -4 | 7.6 | 5 | 22
O=C(CCCOc1ccc(Cl)cc1Cl)N/N=C/c1ccccc1O | -16 | 5 | 15 | -4 | 10 | -7 | -1.9 | -5 | 16
CCCS(=O)(=O)N1CCCC(C(=O)NCCc2ccccc2)C1 (stereo unspecified) | 0 | 0 | -5 | -1 | 2 | 8 | -0.9 | -1 | -9
COc1ccc(C2C3=C(CC(C)(C)CC3=O)Nc3c2c(=O)[nH]c2nc(C)nn32)cc1 (stereo unspecified) | -1 | -7 | -8 | -2 | 21 | 19 | -0.2 | 5 | 12
COc1ccc(/C=N/Nc2ccccc2)cc1Cn1nc(C)c([N+](=O)[O-])c1C | 7 | -4 | 10 | -4 | 5 | -3 | -1.4 | 3 | 0
CC(=O)N1CCc2c(sc(NC(=O)C3CCCCC3)c2C(N)=O)C1 | 5 | -1 | -15 | 3 | 6 | -3 | 30 | 1 | 22
COc1cc(OC)cc(C(=O)NC(=S)NNC(=O)Cc2cccs2)c1 | 12 | -1 | 16 | -2 | 80* | 10 | 24 | 4 | 24
O=C(CCN1C(=O)/C(=C/c2ccc(Cl)cc2)SC1=S)NC1C=CS(=O)(=O)C1 (stereo unspecified) | -15 | 0 | -12 | -3 | -1 | 5 | 2.0 | 7 | 6
Cc1ccc(NC2=NCC(=O)N2C2CCCC2)c(C)c1 | 11 | -4 | 2 | 0 | 2 | -5 | 0.0 | -1 | -5
COc1ccc(/C(O)=C2/C(=O)C(=O)N(CCN(C)C)C2c2ccc(C)cc2)cc1Cl (stereo unspecified) | 17 | 0 | -2 | -1 | 4 | 1 | 0.7 | -1 | 10

Laid out differently: 3 of the compounds above
Sequence of screens: CRFBP-R2 block, M5 PAM, TAAR1 antag, CHRM5 agonist, TAAR1 ag, M4 PAM, CRFR2-BP ag, CHRM5 antagonist, CHO-K1 Ca PAM
> CCCS(=O)(=O)N1CCCC(C(=O)NCCc2ccccc2)C1 (stereo unspecified)
 : 0, 0, -5, -1, 2, 8, -0.9, -1, -9
> COc1ccc(C2C3=C(CC(C)(C)CC3=O)Nc3c2c(=O)[nH]c2nc(C)nn32)cc1 (stereo unspecified)
 : -1, -7, -8, -2, 21, 19, -0.2, 5, 12
> COc1ccc(/C=N/Nc2ccccc2)cc1Cn1nc(C)c([N+](=O)[O-])c1C
 : 7, -4, 10, -4, 5, -3, -1.4, 3, 0

More results follow.
SMILES | CRFBP-R2 block | M5 PAM | TAAR1 antag | CHRM5 agonist | TAAR1 ag | M4 PAM | CRFR2-BP ag | CHRM5 antagonist | CHO-K1 Ca PAM
O=C(COC(=O)c1ccc(Br)o1)Nc1cccc(S(=O)(=O)N2CCCCCC2)c1 | -10 | -16 | 32 | 1 | 12 | -7 | 1.9 | 14 | 2
COc1ccc(S(=O)(=O)N2CCN(C(=O)CNC(=O)c3ccc4c(c3)OCO4)CC2)cc1 | 1 | -2 | -9 | 0 | 3 | -2 | 0.8 | -2 | 8
COc1ccc(OC)c(NC(=O)c2cc3oc4ccccc4c3cc2O)c1 | 12 | 0 | 8 | -2 | 6 | -2 | -1.4 | 0 | 1
COc1ccc(CCNC(=O)Cn2nnc(-c3cccs3)n2)cc1OC | 11 | -1 | -4 | 3 | 2 | -9 | -1.5 | 3 | 1
CCOc1ccc(-n2cc(C(=O)N3CCC(C)CC3)c3cc(OC)c(OC)cc3c2=O)cc1 | 4 | -10 | 12 | -7 | 7 | 5 | 1.9 | -5 | -7
COc1ccc(C(=O)NCC(=O)OCC(=O)Nc2ccc(C)c(S(=O)(=O)N(C)C)c2)cc1OC | -8 | 8 | -16 | 4 | 1 | -19 | -1.1 | -1 | 13
CNC(=O)Cn1nc(-c2ccc(C)c(S(=O)(=O)N(C)C)c2)c2ccccc2c1=O | 12 | -5 | 7 | 0 | 9 | 0 | -0.3 | 9 | -6
O=C(NNc1ccccc1Br)C(O)(c1cccc(C(F)(F)F)c1)c1cccc(C(F)(F)F)c1 | -54 | -18 | 41 | -4 | 4 | -16 | 12 | 29* | 11
CCc1c(C)sc(NC(=S)Nc2nc(C)cc(C)n2)c1C(=O)OC | -14 | 2 | 6 | -1 | 3 | -1 | 2.7 | -4 | 7
CC(C)c1ccc(NC(=O)COC(=O)/C=C/c2cccc([N+](=O)[O-])c2)cc1 | -6 | -6 | -16 | -5 | 12 | -6 | -4.0 | 5 | -9
O=C(CNC(=O)C1CCCCC1)OCc1cc(=O)oc2ccc3ccccc3c12 | 5 | -7 | 9 | -2 | 4 | -6 | -0.6 | 4 | 14
COc1ccc(-n2cnnc2SCC(=O)c2cc(C)n(Cc3cccs3)c2C)cc1 | 3 | -3 | 7 | -4 | 5 | 1 | -0.4 | -5 | -1
O=C(Nc1ccccn1)c1sc2cccc(F)c2c1Cl | 14 | -20 | -16 | 3 | 0 | -14 | -3.3 | 12 | -9
COCCN(C(=O)COc1ccccc1)c1nnc(-c2cccnc2)s1 | -6 | 8 | 11 | 2 | 0 | 2 | -1.9 | -2 | 17
COc1ccc(C(C)(C)C)cc1NC(=O)COC(=O)c1ccc([N+](=O)[O-])o1 | -9 | -7 | 4 | -5 | 2 | -5 | -3.8 | 2 | 6
Cc1cc(Nc2ccc(C)c(F)c2)n2ncnc2n1 | -20 | -2 | 18 | -5 | -2 | -2 | 0.0 | -4 | 5
CO/C=C\C=C/c1nnn(-c2ccc(Cl)cc2)n1 | -7 | 2 | -4 | 1 | 0 | 14 | -0.8 | 2 | 16
Cc1ccc(NC(=O)c2ccc(NS(=O)(=O)c3cccc4cccnc34)cc2)cc1 | -11 | -8 | . | -2 | . | 2 | -1.6 | 16 | -10
Cc1ccc(-c2nn(-c3ccccc3)cc2C(N)=O)o1 | -8 | -3 | 2 | -1 | 0 | 8 | -0.3 | -2 | 4
Cc1ccc(CN2CCN(c3ccccn3)CC2)s1 | 4 | -3 | -9 | -1 | 9 | -2 | -1.8 | 4 | 8
COc1ccc(CCNC(=O)c2cc3ccc(Cl)cc3nc2N)cc1 | . | -23 | . | 6 | . | -7 | . | 21 | -8
Cc1nc(CCNC(=O)c2ccccc2)cs1 | -8 | 1 | -5 | 0 | 4 | 12 | -4.4 | 7 | -6
Cc1noc(C)c1S(=O)(=O)Nc1ccc(C(=O)NC2CCCCC2)cc1 | 7 | 2 | -11 | -4 | 0 | -2 | -0.7 | 6 | -5
C[C@H](CO)N1C[C@H](C)[C@@H](CN(C)CC2CC2)Oc2c(NC(=O)Cc3ccccc3)cccc2C1=O | 8 | -7 | 2 | -1 | 0 | -6 | 0.0 | 9 | 5
CC(C)(C)c1ccc(OCC(=O)NNC(=S)NC(=O)c2ccccc2[N+](=O)[O-])c(Br)c1 | -30 | -4 | 21 | -5 | 13 | 0 | -0.6 | 15 | -1
Cc1c(C=O)c2ccccc2n1CC(=O)N1CCc2ccccc2C1 | -3 | -3 | 1 | 4 | 21 | -4 | -0.5 | 2 | 15
COC(=O)c1sccc1NC(=O)c1ccc(OC)cc1OC | -25 | 4 | -14 | -2 | 1 | 0 | -0.2 | -5 | 4
CC(C)Sc1nc2c(c(=O)[nH]1)C(c1cccs1)C1=C(CC(C)(C)CC1=O)N2 (stereo unspecified) | 25 | 9 | -41 | -2 | 0 | 9 | -2.6 | -3 | 28
Nc1cc(C(=O)c2cccs2)ccc1Cl | 33 | -4 | -5 | -3 | -1 | -3 | 1.6 | 3 | 3
COc1ccc(Cn2nnnc2CN2CCC(O)(c3ccccc3F)CC2)cc1 | 11 | 0 | 8 | -5 | -1 | -2 | -0.4 | 11 | 29
Cc1cc(Cl)ccc1NC(=O)COC(=O)CCNS(=O)(=O)c1ccccc1 | -4 | 3 | 4 | 1 | 2 | -2 | -1.6 | -5 | 16
Cn1c(CN2CCN(C(=O)c3ccccc3Cl)CC2)nc2cc([N+](=O)[O-])ccc21 | 11 | 2 | 5 | 0 | 7 | 0 | -0.1 | 11 | -12
O=c1[nH]c2ccc(NS(=O)(=O)c3ccc(F)c(Cl)c3)cc2[nH]1 | -22 | 6 | -12 | -3 | 4 | 15 | 1.0 | -7 | 9
O=[N+]([O-])c1ccc(NCCNCCOc2nonc2-c2ccccc2)c([N+](=O)[O-])c1 | 4 | 2 | 7 | 0 | 6 | 0 | 2.4 | 4 | 14
COc1ccccc1OCC(=O)Nc1sc2c(c1C(=O)NCC1CCCO1)CCC2 (stereo unspecified) | 11 | -10 | 44 | 1 | 6 | -12 | -0.3 | 6 | 11
Cc1ccc(-c2nc3ccccn3c2NC(=O)c2ccco2)cc1 | -16 | -4 | 5 | 2 | 13 | 2 | 2.8 | 1 | -13
O=S(=O)(NCc1ccc(F)cc1)c1ccc(Br)cc1Br | -5 | 5 | 19 | -8 | 11 | 1 | 0.7 | 7 | 6
Cc1cc([N+](=O)[O-])nn1CCC(=O)NC1CCCCCC1 | 12 | -1 | -10 | -4 | 2 | 7 | 2.3 | 0 | 24
CCOC(=O)c1cc(-c2c(Cl)cccc2Cl)no1 | -9 | 1 | -37 | -6 | -1 | 10 | -2.1 | -3 | 2
CC(C)Cn1c(=O)c(C(=O)Nc2ccccc2S(N)(=O)=O)c(O)c2ccccc21 | -14 | 15 | -9 | 1 | 2 | 16 | -2.1 | -8 | 19
O=c1c(Cc2ccc(F)cc2)c(O)ccn1C1CCCCC1 | 18 | 5 | 2 | 0 | 2 | 10 | 0.0 | -6 | 17
Cc1ccc(CNS(=O)(=O)NCc2cccs2)cc1 | 7 | 1 | -17 | -3 | 0 | -3 | -0.5 | -6 | 9
CC(C)NC(=O)N[C@H]1C=C[C@H](CC(=O)NCc2ccc(Oc3ccccc3)cc2)O[C@@H]1CO | . | 5 | 9 | -1 | 1 | 6 | . | -11 | .

Assay outcomes from PubChem BioAssay.
